# Myeloid diff MLP: myeloid differentiation induction | 1% of 360,000 active | calls only at 10 µM | AID 624256 | ER-HoxA9 myeloid progenitors, lysozyme-GFP differentiation, flow cytometry;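 active = normalized GFP-positive differentiation at or above the plate's own cutoff, the solvent-only control mean plus 3 SD; inconclusive = no clear call, values can overlap the other calls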;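 also: cells exposed to compound for four days before flow analysis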
# HIV fusion peptide: inhibitors of HIV fusion peptide binding, primary screen, biochemical, uHTS, fluorescence dequenching (AID 1986); cell-free peptide binding, fluorescence dequenching, 30 min; higher % means a stronger effect; inhibition, % at 20 µM, or IC50 in µM where a hit was titrated; 0.3% of 290,000 active; in the data active = inhibition mostly above about 52%, no sharp cut-off; inactive = mostly below about 76%; also: some results filed as inactive read as strong as hits
# HEK293 NOD2/NF-kB: inhibition of NOD2-driven NF-kB reporter – cell-based, luminescence, uHTS, HEK293 (AID 1566); HEK293 NOD2/NF-kB luciferase reporter, luminescence; higher % means a stronger effect; inhibition, % at 4 µM, or EC50 in µM where a hit was titrated; 0.63% of 290,000 active; also: many of its hits are not listed in these tables
# XIAP displacement: small molecules displacing peptide from XIAP – biochemical, IAP family, fluorescence polarization (AID 1018); XIAP BIR domain, fluorescence polarization peptide displacement; higher % means a stronger effect; displacement, % at 20 µM; hits with a dose series show IC50 in µM; 0.007% of 200,000 active; in the data active = displacement above about 50%; also: a part of the inactive calls stands beside numbers as strong as those of hits
# Siah-1 displacement: Siah-1 peptide-binding antagonists, primary screen, biochemical, fluorescence polarization, rhodamine-plectin, uHTS (AID 1817) | Siah-1 / rhodamine-plectin peptide fluorescence polarization; higher % means a stronger effect | displacement, % at 20 µM, or IC50 in µM where a hit was titrated | 0.02% of 290,000 active;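 active = displacement of at least 50% at 20 µM, with a fluorescence ratio check between 0.3 and a set limit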;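 also: plate controls were Siah plus tracer with DMSO for no effect and tracer alone without Siah for full effect; strong numbers were not always called active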
# AID2073: disruptors of CaV2.2 binding to Mint1 – biochemical, HTRF (AID 2073) | inhibition, % at 20 µM, or IC50 in µM where a hit was titrated | 0.19% of 290,000 active | HTRF protein-protein interaction, Mint1-CaV2.2; higher % means a stronger effect; in the data active = inhibition mostly above about 51%, no sharp cut-off; inconclusive = no clear call, values can overlap the other calls; inactive = mostly below about 53%; also: some results filed as inactive read as strong as hits
# LYP phosphatase: inhibitors of LYP phosphatase, biochemical, fluorescence intensity, uHTS (AID 1779); recombinant LYP phosphatase, fluorescence intensity; higher % means a stronger effect; inhibition, % at 11.5 µM, or IC50 in µM where a hit was titrated; 0.054% of 290,000 active;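 also: plate controls were vehicle with enzyme for no effect and no enzyme for full effect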
# Hep lipid drop: hepatic lipid droplet formation modulation; 0.4% of 240,000 active; AML12 mouse hepatocytes, oleate lipid droplets, BODIPY imaging; inhibition, % at 6.5 µM;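 active = lipid droplet intensity inhibited by at least 50%, with more than 500 cells counted; inconclusive = wells with under 300 cells, treated as cytotoxic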
#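 Technique: fluorescence imaging, 20x objective, two fields per well / Assay system: AML12 hepatocytes (mouse) / Measure: % inhibition of lipid droplet signal / Doses: 6.5 µM single-point dosing / Incubation: overnight exposure / Reagent: 100 µM oleic acid challenge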
# NS5 inhibitors: Dengue-2 NS5 methyltransferase inhibitors, primary screen, biochemical, confirmation dose response (AID 588689). 0.3% of 340,000 active. inhibition, % at 25 µM, or IC50 in µM where a hit was titrated. Dengue-2 NS5 methyltransferase capping enzyme assay, biochemical; higher % means a stronger effect; in the data active = a potency from the dose series; inconclusive = inhibition above about 29% without an active follow-up result
# Hep lipid drop cells 6.5 µM: further read-out of Hep lipid drop, marked with its call; cell count; measured here: cell count, cytotoxicity flag;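 cells counted across two imaged fields per well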
# NS5 inhibitors pilot replicate: second read-out of NS5 inhibitors, no call of its own (marks repeat the call); inhibition, %; measured here: pilot screen replicate inhibition
# Myeloid diff MLP GFP+ MAC1+ %: recorded beside Myeloid diff MLP, whose call it bears; GFP+ MAC1+ double positive, %; measured here: differentiation confirmed by MAC1 staining
# Active calls of the source: *; i = inactive; ? = inconclusive; . = no result given. Rule as the data show it, unless noted: active = inhibition above about 50%; inactive = the rest.
SMILES,Myeloid diff MLP,Myeloid diff MLP GFP+ MAC1+ %,HIV fusion peptide,HEK293 NOD2/NF-kB,XIAP displacement,Siah-1 displacement,AID2073,LYP phosphatase,Hep lipid drop,Hep lipid drop cells 6.5 µM,NS5 inhibitors,others
CC(C)Oc1ccc(C2c3c(oc4ccccc4c3=O)C(=O)N2CCCN2CCOCC2)cc1 (configuration not stated),i,0.5,-1.8%,-21%,-4.0%,2%,-17%,-6%,4,760,-1%,
O=C(NC1CCCCC1)C1CC(=O)N(Cc2ccccc2)C1 (configuration not stated),i,5.0,-0.1%,4%,.,-4%,-5%,-15%,0,787,7%,
CCCCNC(=S)N(CCN(CC)CC)Cc1cc2cc3c(cc2[nH]c1=O)OCCO3,i,0.6,-0.7%,5%,.,-4%,-12%,-10%,-28,714,-12%,
CCOc1ccc(NS(=O)(=O)c2ccc(NC(C)=O)c(OC)c2)cc1,i,1.1,0.4%,5%,-7.6%,-2%,13%,-11%,14,770,-5%,NS5 inhibitors pilot replicate=1.8
Cc1ccc(-c2ccc(SCC(=O)c3ccccc3)nn2)cc1,i,1.0,-0.5%,-89%,-6.1%,0%,1%,-7%,19,724,-12%,
Cc1nc(NC(=O)c2ccc(Br)o2)sc1C,i,0.0,0.6%,-54%,-3.0%,-2%,-8%,-6%,5,826,-10%,
Cc1cc(C)nc(SCC2COc3ccccc3O2)n1 (configuration not stated),i,0.4,-3.0%,2%,-7.9%,2%,-7%,-6%,.,.,-1%,
Cc1ccc(NC(=O)CSc2nnc([C@H](C)NC(=O)OC(C)(C)C)o2)c(C)c1,i,0.5,0.1%,12%,.,1%,0%,-4%,22,666,.,
COc1ccc(-c2csc(NC(=O)c3ccoc3C)n2)cc1,i,0.2,2.7%,-45%,-3.3%,0%,8%,6%,16,692,-1%,
NC(=O)C1CCN(c2oc(-c3ccccc3F)nc2S(=O)(=O)c2ccc(Cl)cc2)CC1,i,1.3,2.7%,8%,-6.3%,14%,4%,-4%,-3,701,1%,
Cc1c(C(=O)N2CCOCC2)c(S(=O)(=O)Nc2ccccc2F)c(C)n1C,i,3.5,-1.2%,2%,.,-2%,15%,-14%,0,534,2%,
CCOc1ccc(Nc2nc3c(c(=O)[nH]2)CCC3)cc1,i,1.6,-0.8%,-2%,-1.5%,0%,-2%,-1%,.,.,-5%,NS5 inhibitors pilot replicate=-5.8
CC(C)Cn1c(N)c(C(=O)COC(=O)[C@@H]2CCCN2C(=O)c2cccs2)c(=O)n(C)c1=O,i,0.0,-1.3%,20%,-17%,-4%,1%,-6%,6,651,-2%,
CCCCn1c(-c2ccccc2)cnc1SCC(=O)NCCc1ccc(OC)c(OC)c1,i,6.8,-0.2%,-60%,-3.6%,-2%,2%,-4%,43,708,-5%,
COc1cc(CN2CCNC(=O)C2CC(=O)NC2CCCCC2)cc(OC)c1 (configuration not stated),i,0.0,-0.5%,3%,.,5%,5%,-9%,9,872,4%,
O=C(CCc1ccccc1)Nc1ccc(S(=O)(=O)N2CCOCC2)cc1,i,0.5,-1.2%,21%,.,-3%,1%,-8%,1,613,-3%,
O=C(Cc1ccc(S(=O)(=O)N2CCOCC2)s1)Nc1nc2c(s1)CCCC2,.,.,1.9%,-7%,-4.4%,0%,45%,14%,.,.,?,
CCCN(CCO)Cc1ccc(Br)cc1,i,11,0.2%,11%,-4.3%,4%,11%,-4%,.,.,-8%,
CCCN(CC1CC1)C(=O)CCc1nnc(CCc2c[nH]c3ccccc23)o1,i,0.6,-1.2%,-34%,-6.2%,-2%,8%,-6%,-10,652,-4%,
CC(C)NC(=O)CSc1nc2ccccc2n1CC(=O)N(C(C)C)C(C)C,i,0.3,3.1%,-4%,-8.6%,-1%,2%,-5%,2,774,2%,
COCCNC(=O)c1onc(CSc2ccc(C)c(C)c2)c1C(=O)O,i,0.7,2.7%,11%,-5.9%,3%,1%,-6%,.,.,5%,
N#Cc1c(N)n(CCOC(=O)c2cccc(Br)c2)c2nc3ccccc3nc12,i,0.9,3.0%,-3%,1.5%,10%,11%,-2%,3,618,-11%,
COc1ccc(NC(=O)CSc2nc3ccccc3nc2N2CCOCC2)cc1,i,0.8,-1.0%,8%,.,0%,1%,-9%,22,730,6%,
Cc1nc(Nc2cc(F)ccc2C)c2nnn(Cc3ccccc3)c2n1,i,0.5,1.5%,17%,.,5%,10%,8%,.,.,-10%,NS5 inhibitors pilot replicate=-2.4
COc1ccc(NC(=O)CSc2nc3c(cc2C#N)CN(C)CC3)cc1,i,0.1,4.9%,5%,-8.2%,5%,-7%,0%,-3,705,16%,
CCOC(=O)c1[nH]c(C)c(CCC(=O)OC)c1C,i,0.6,-1.3%,5%,-8.9%,-5%,-4%,-5%,2,679,-4%,
COC(=O)CSc1nnc(-c2ccco2)o1,i,9.6,1.0%,-3%,-2.1%,-7%,4%,-2%,.,.,-8%,
O=C(NCc1nc2ccccc2[nH]1)c1cccc(S(=O)(=O)N2CCCC2)c1,i,0.6,1.8%,13%,-2.8%,-2%,-6%,-9%,6,709,-9%,
COc1cc(C(=S)NC2CCCCC2)ccc1O,i,0.2,-2.7%,10%,-5.3%,4%,-20%,1%,-22,763,5%,
CCC(O)C1CCN(Cc2cn(Cc3ccccc3)nc2-c2cc3ccccc3o2)CC1 (configuration not stated),i,0.2,-0.9%,-11%,-1.0%,-6%,-22%,-4%,-1,726,0%,

# By substructure: the compounds so far with a cyano group (2)
SMILES,Myeloid diff MLP,Myeloid diff MLP GFP+ MAC1+ %,HIV fusion peptide,HEK293 NOD2/NF-kB,XIAP displacement,Siah-1 displacement,AID2073,LYP phosphatase,Hep lipid drop,Hep lipid drop cells 6.5 µM,NS5 inhibitors,others
N#Cc1c(N)n(CCOC(=O)c2cccc(Br)c2)c2nc3ccccc3nc12,i,0.9,3.0%,-3%,1.5%,10%,11%,-2%,3,618,-11%,
COc1ccc(NC(=O)CSc2nc3c(cc2C#N)CN(C)CC3)cc1,i,0.1,4.9%,5%,-8.2%,5%,-7%,0%,-3,705,16%,

# Other structures
SMILES,Myeloid diff MLP,Myeloid diff MLP GFP+ MAC1+ %,HIV fusion peptide,HEK293 NOD2/NF-kB,XIAP displacement,Siah-1 displacement,AID2073,LYP phosphatase,Hep lipid drop,Hep lipid drop cells 6.5 µM,NS5 inhibitors,others
Cc1ccc(C2C3=C(CC(C)(C)CC3=O)N(CCN3CCOCC3)C3=C2C(=O)CC(C)(C)C3)cc1,i,0.3,-1.5%,-2%,-3.3%,-1%,8%,-7%,.,.,-1%,
CCc1ccc(CCC(=O)Nc2ncc(Cc3ccccc3Cl)s2)o1,?,.,3.2%,-42%,-7.9%,4%,26%,-4%,?,.,-4%,
Cc1cc(C(=O)CSc2nnc(-c3cccc(F)c3)n2N)c(C)n1Cc1ccc2c(c1)OCO2,i,1.3,2.9%,44%,-0.4%,1%,12%,3%,-34,622,-6%,
Cc1sc2nc(C3CC3)nc(SCC(=O)N3CCCc4ccccc43)c2c1C,.,.,3.0%,-13%,-7.2%,6%,-1%,5%,-6,698,.,
COc1ccc(-n2c(=S)[nH]c3cc(C(=O)NCCCN4CCOCC4)ccc3c2=O)cc1,i,1.3,2.8%,9%,.,-1%,-26%,1%,3,755,-7%,
COc1ccccc1/C=C1\SC(=S)N(CCC(=O)Nc2nnc(C)s2)C1=O,i,2.5,2.9%,-8%,.,-8%,-3%,-12%,-21,744,1%,
CCOC(=O)c1c(N)sc2c1C1CCN2CC1,i,0.5,2.2%,9%,-3.6%,4%,-16%,-3%,.,.,.,
CCOc1ccc2nc(NC(=O)CSc3nc4c(c(=O)n(C)c(=O)n4C)n3CC)sc2c1,.,.,4.7%,7%,-5.0%,-2%,12%,-5%,.,.,.,
O=C(CN1CCN(c2ccc(Cl)cc2)CC1)N1CCCC1,i,0.8,0.3%,-8%,-2.7%,-1%,-2%,-8%,2,796,1%,
CC(CC(=O)NCc1ccc(Cl)cc1)S(=O)(=O)c1ccc2c(c1)NC(=O)CO2 (configuration not stated),i,1.4,2.4%,-15%,.,5%,4%,2%,8,745,-4%,
Cc1[nH]n(-c2ccccc2)c(=O)c1N=Nc1ccccc1C(=O)O,i,0.3,28%,36%,.,3%,3%,4%,-7,871,58µM*,
O=C(Nc1ccc(-c2csc(Nc3ccccc3)n2)cc1)c1ccccc1,i,0.4,3.7%,25%,.,9%,8%,-13%,.,.,-5%,
c1ccc(-n2nnnc2-n2cnc3ccccc32)cc1,i,7.3,-0.9%,-1%,-5.3%,-1%,14%,-8%,21,706,-4%,
CCNS(=O)(=O)c1ccc(NS(C)(=O)=O)cc1,i,3.0,-3.8%,2%,-4.4%,4%,13%,2%,.,.,9%,
[O-][n+]1ccc(C(O)c2ccccc2)cc1 (configuration not stated),i,0.8,1.2%,4%,.,-2%,3%,-2%,11,786,-5%,
COCCc1nnc(NC(=O)C23CC4CC(CC(C4)C2)C3)s1,.,.,-0.5%,0%,.,0%,-1%,-3%,16,792,-3%,
CC(C)C(C)NC(=O)COC(=O)c1cccc(C(=O)OCC(=O)NC(C)C(C)C)n1 (configuration not stated),i,0.1,1.8%,2%,-2.4%,-1%,7%,-3%,-11,723,-5%,
Cc1ccc(N2CC(O)Cn3c2nc2c3c(=O)[nH]c(=O)n2C)cc1 (configuration not stated),i,0.6,-1.4%,16%,.,-5%,6%,-7%,.,.,-5%,
CCOC(=O)CN1C(=O)N[C@@H](c2ccccc2)C(C(=O)OC)=C1C,i,1.8,1.3%,10%,-19%,2%,4%,0%,-2,765,0%,
CCC(COC(=O)Nc1cccc(C)c1C)NC(=O)OCC(C)C (configuration not stated),i,1.5,1.7%,-10%,-4.1%,3%,-7%,3%,0,792,-3%,
COCC(=O)N/N=C(\C)CC(=O)Nc1ccccc1C(N)=O,i,0.4,1.0%,16%,1.0%,6%,-1%,-9%,.,.,2%,
Cc1ccc2nsnc2c1NC(=O)c1ccc(-c2cc(Cl)ccc2Cl)o1,i,1.1,11%,9%,-3.6%,4%,26%,-12%,.,.,1%,
CCOC(=O)N1CCN(C(=O)CNCc2cccs2)CC1,i,0.7,-0.8%,0%,-3.1%,2%,2%,0%,.,.,1%,
C/C(=N/NC(=O)c1ccccn1)c1ccncc1,i,1.1,-2.2%,-46%,.,-2%,15%,0%,-4,841,-3%,
N#CC1=C(N)OC2=C(CCc3ccccc32)C1c1ccccc1 (configuration not stated),.,.,3.1%,-18%,-6.3%,0%,2%,1%,101*,305*,-3%,
CCCn1c(=O)c2c(c3ccccc31)OCC(=O)N2,i,0.8,-0.2%,-1%,-6.5%,2%,3%,-3%,2,695,.,
Clc1cccc(CSc2nnc(-c3cccnc3)n2Cc2ccco2)c1,i,0.9,1.9%,-26%,-0.1%,0%,5%,3%,.,.,-7%,
Oc1ccc(Br)cc1/C=N/n1c(C2CCCCC2)n[nH]c1=S,i,0.1,3.7%,7%,.,6%,-25%,5%,9,855,-3%,

# Screening data as filed in PubChem.

# These rows are one share of the data (hit frequency here may not be typical).
